# FXIIa inh mix – factor XIIa (human) inhibition, mixture screen. P00748. purified FXIIa, fluorogenic substrate, pooled mixtures. inhibition, % at 5 µM. hit rate 0.2% among 62,000. AID 684;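 also: 0% = enzyme without compound and 100% = no enzyme blank; some results filed as inactive read as strong as hits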
# Cathepsin G inh – cathepsin G (human) inhibition; purified enzyme, AMC-tetrapeptide fluorescence, pooled mixtures; inhibition, % at 5 µM (by protocol); hit rate 0.2% among 62,000;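 active = inhibition above 20% in each of the two mixture wells holding the compound; inactive = inhibition of 20% or less in either well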;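 also: 0% = enzyme control without mixture and 100% = blank lacking enzyme; strong numbers were not always called active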
# Target sequence (P08311 21-244 limits assumed): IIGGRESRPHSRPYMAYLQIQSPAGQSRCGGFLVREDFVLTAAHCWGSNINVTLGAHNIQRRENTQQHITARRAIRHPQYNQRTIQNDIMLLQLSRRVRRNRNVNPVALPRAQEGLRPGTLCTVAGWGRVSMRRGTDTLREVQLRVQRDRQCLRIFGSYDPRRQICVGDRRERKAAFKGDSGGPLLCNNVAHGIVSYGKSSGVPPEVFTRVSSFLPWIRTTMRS
# DUSP1 inh – human dual specificity phosphatase 1 inhibition; inhibition, %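 (compounds tested at a single concentration somewhere between 10 and 100 µM)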; P28562; recombinant MKP-1, OMFP hydrolysis fluorescence; hit rate 0.15% among 65,000;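 active = inhibition above about 50%, limit read from the data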;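 also: 0% = DMSO max control wells and 100% = wells with enzyme stopped by NaOH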
# Target sequence (P28562 whole entry, looked up): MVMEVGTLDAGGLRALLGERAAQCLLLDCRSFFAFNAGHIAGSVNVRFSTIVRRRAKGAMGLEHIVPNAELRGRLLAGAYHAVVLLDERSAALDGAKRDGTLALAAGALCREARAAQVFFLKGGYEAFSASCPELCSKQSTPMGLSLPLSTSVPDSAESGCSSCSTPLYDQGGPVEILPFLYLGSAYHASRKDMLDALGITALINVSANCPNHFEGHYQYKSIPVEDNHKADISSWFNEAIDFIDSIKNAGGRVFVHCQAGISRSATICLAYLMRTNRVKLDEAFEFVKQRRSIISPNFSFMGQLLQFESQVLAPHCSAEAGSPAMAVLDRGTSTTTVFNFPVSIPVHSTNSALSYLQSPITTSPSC
# HTR1A agonist – 5-HT1a (human) receptor agonism; activation, % at 10 µM; hit rate 0.56% among 65,000; CHO 5-HT1a Ga15 NFAT-bla reporter, FRET ratio; 0% basal, 100% maximal reference agonist; P08908;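 active = activation above the screen-wide mean activation plus 3 SD, cut at about 19% in these data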;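 also: 0% = DMSO wells and 100% = 5-CT at EC100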
# Target sequence (P08908 whole entry, looked up): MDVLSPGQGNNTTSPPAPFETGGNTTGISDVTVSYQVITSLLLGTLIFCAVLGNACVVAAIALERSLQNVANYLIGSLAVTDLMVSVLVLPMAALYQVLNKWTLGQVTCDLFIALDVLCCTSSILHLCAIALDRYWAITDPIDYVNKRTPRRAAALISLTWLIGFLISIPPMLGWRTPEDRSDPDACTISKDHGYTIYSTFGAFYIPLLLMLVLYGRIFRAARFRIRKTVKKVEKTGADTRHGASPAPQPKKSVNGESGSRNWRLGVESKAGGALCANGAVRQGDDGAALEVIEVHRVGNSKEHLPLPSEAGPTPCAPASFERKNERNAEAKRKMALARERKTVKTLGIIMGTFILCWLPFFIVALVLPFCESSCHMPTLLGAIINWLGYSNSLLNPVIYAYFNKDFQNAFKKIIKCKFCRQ
# Hsp90 inh – displaces geldanamycin probe from tumor Hsp90; P07900; NCI-N417 lysate Hsp90, Cy3B-geldanamycin FP displacement; inhibition, % at 30 µM; hit rate 0.35% among 64,000; AID 429;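 active = inhibition above 50%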;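 also: 0% = tracer plus lysate wells and 100% = tracer alone without lysate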
# Cdc25B block – human M-phase inducer phosphatase 2 inhibition; P30305; recombinant Cdc25B, OMFP fluorescence Ex485/Em525; inhibition, %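 (compounds tested at 10 µM final in the well)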; hit rate 0.1% among 65,000; AID 368; in the data active = inhibition above about 50%
# C1s inh – blocks human complement C1s protease activity | purified C1s, fluorogenic AMC substrate, pooled mixtures | AID 538 | hit rate 0.16% among 62,000 | P09871 | mean inhibition % of two 10-compound mixtures (active compounds read high), % at 5 µM (by protocol);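 active = inhibition above 20% in each of the two 10-compound mixture wells holding the compound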;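 also: 0% = enzyme wells lacking compound mixture and 100% = no-enzyme blank wells; some compounds called inactive have numbers as strong as hits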
# FXIa mix inh – blocks human factor XIa in pooled compound mixtures | P03951 | purified FXIa, fluorogenic substrate | inhibition, % at 5 µM | AID 680 | hit rate 0.19% among 62,000;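 also: each value is inhibition by a whole ten-compound pool holding the compound; 0% = enzyme with no mixture and 100% = wells lacking enzyme; strong numbers were not always called active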
# CatL inh – inhibitors of human cathepsin L; purified cathepsin L, fluorogenic substrate, fluorescence; inhibition, %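 (tested at 10 µM)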; hit rate 0.17% among 58,000; in the data active = inhibition above about 45%;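 also: 0% = enzyme with no compound and 100% = no enzyme blank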
# An asterisk follows results filed as active; . = not tested or not shown. Rule as the data show it, unless noted: active = inhibition above about 20% (passing the limit was not always enough); inactive = the rest. Rows are unselected; 1.6% or so of the library scored in one or more.
Compound,FXIIa inh mix,Cathepsin G inh,DUSP1 inh,HTR1A agonist,Hsp90 inh,Cdc25B block,C1s inh,FXIa mix inh,CatL inh
CC1CCCCC1NC(=O)c1ccc2c(c1)[nH]c(=O)n2C1CCCC1 (configuration not stated),3,-11,4,1.2,-1,4,-31,5,0
O=C(O)CCn1[nH]c(=O)ccc1=O,-19,4,2,-2.3,2,6,-5,6,-4
Nc1nc(SCc2ccc3c(c2)OCO3)n[nH]1,-2,12,-12,-3.4,-4,3,12,4,20
CCc1ccc2[nH]c(=O)c(C(c3nnnn3CC3CCCO3)N3CCCc4ccccc43)cc2c1 (configuration not stated),-18,13,35,-2.0,-10,3,-1,0,1
c1ccc(-n2nnnc2Sc2n[nH]c(-c3ccncc3)n2)cc1,9,-5,5,-2.8,1,-6,-43,0,8
CCn1ncc(Br)c1C(=O)Nc1ccc(F)cc1F,-22,-5,0,-2.8,-1,-16,-12,8,-4
COc1ccc(NC(=O)CSc2ccccn2)cc1OC,5,-6,-13,-2.6,3,-16,-10,7,18
COc1ccccc1CN1C(=O)CCC1(C)C(=O)NC1CCCCCC1 (configuration not stated),-19,-7,7,0.4,-2,-6,-30,-3,9
C[N+]1(CCNC(=O)/C=N/O)CCCCC1,.,.,-17,0.6,-2,16,.,.,19
C=CCN=C1SCC(=O)N1S(=O)(=O)c1ccccc1,15,1,3,-0.6,-4,-21,-5,3,22
Cc1ccc(CNC(=O)CS(=O)Cc2nc(-c3ccccc3C)oc2C)cc1 (configuration not stated),4,0,12,-3.1,-7,-15,3,-1,.
OC(COc1ccccc1)CSc1ncn[nH]1 (configuration not stated),-22,8,-8,-4.3,-7,-6,1,-2,.
COc1ccc(N2CC(C(=O)Nc3ccc4c(c3)OCO4)CC2=O)cc1 (configuration not stated),1,1,-9,2.6,2,-1,5,2,8
Cc1cc(C)nc(Sc2c(F)c(F)c(C(F)(F)F)c(F)c2F)n1,7,0,5,-1.5,-1,-13,-28,5,-10
O=C1COc2ccccc2N1Cc1ccccc1Cl,7,-1,-3,-1.1,1,-9,0,0,10
CCN(CC(=O)NCc1cccs1)C(=O)c1cc(S(=O)(=O)N2CCOCC2)ccc1C,7,-3,-3,-1.7,-5,-2,3,-4,4
CCOC(=O)C1CN(S(=O)(=O)c2ccc(C)cc2)CCN1S(=O)(=O)c1ccc(C)cc1 (configuration not stated),9,-5,-20,-1.3,-4,-5,-11,0,-10
CCCOc1ccc(N2CC(C(=O)Nc3ccccn3)CC2=O)cc1 (configuration not stated),10,1,-5,-1.4,0,-9,-1,4,-12
CCOC(=O)C1CCCc2c1[nH]c1c(C(=O)O)cccc21 (configuration not stated),-2,6,2,-2.1,-2,0,-6,3,.
Cn1nnnc1SCCNCc1cccc2ccccc12,1,11,4,-4.8,-3,-2,15,7,17
CCOC(=O)C1=C(C)N(c2nonc2NC(C)=O)C(N)=C(C#N)C1c1ccccc1F (configuration not stated),-19,-1,-7,-0.4,-1,-2,-20,3,-3
CCOC(=O)c1ccc(N2C(=O)CC(Sc3nc(O)c(CC)c(=O)[nH]3)C2=O)cc1 (configuration not stated),-16,7,7,-0.5,0,-23,-3,-2,5
O=C(N=c1nc2ccccn2s1)c1ccccc1,-10,9,8,-2.0,.,-13,-10,8,-7
c1ccc(-c2nnc(CN3CCCc4ccccc43)o2)cc1,2,11,-5,-3.1,-6,-6,9,4,-1
Cc1ccc(-n2c(CNc3ccc(F)cc3)nnc2SCC(=O)N2CCCC2)cc1,7,7,24,5.4,0,-7,6,-1,0
Oc1ccc(Cl)cc1CNCC1CCCO1 (configuration not stated),3,9,7,-0.9,-3,-14,9,5,-6
NC(=O)c1cnn(Cc2ccc(Cl)cc2)c1N,2,9,-2,-2.1,-3,1,12,5,6
Cc1cnc(NC(=O)CSc2nnc(-c3ccc(Cl)cc3Cl)n2N)s1,3,-1,5,-1.2,-5,-7,-1,1,-14
NC(=O)C1CC=CCC1C(=O)OCC(Cl)=C(Cl)Cl (configuration not stated),15,-3,6,-1.8,-4,-8,4,3,.
CC(=O)NCCSCCNC(C)=O,-18,11,0,1.9,-2,-14,1,-4,-1
CN(C)c1ccc(C(=O)Nc2ccc(S(=O)(=O)NC3=NCCCCC3)cc2)cc1,5,11,12,-1.0,.,-10,8,5,9
Cc1ccc(-c2nn(-c3ccccc3)cc2C2SCC(=O)N2Cc2ccccc2)o1 (configuration not stated),-17,-13,13,0.3,-4,-2,-70,-7,0
N#Cc1cc2c(nc1SCc1cccnc1)CCC2,-13,1,18,6.7,-1,2,-3,13,1
CCSc1nnc(NC(=O)c2nn(C(C)C)c(=O)c3ccccc23)s1,-18,-20,25,1.6,-4,-15,-71,-29,5
Clc1ccc(-c2nnc(SCc3nc(-c4ccccc4)no3)o2)cc1,-17,12,1,2.3,-3,-2,17,4,.
CCOC(=O)C1CCCN(C(=O)c2cn(CC)c3ccc(S(=O)(=O)N(C)C)cc3c2=O)C1 (configuration not stated),3,9,3,-1.5,0,-4,16,4,.
Cc1ccc(NS(=O)(=O)c2cccc(C(=O)OCC(=O)NCc3ccco3)c2)cc1,0,16,20,1.2,-5,-6,22,6,11
CSc1oc(-c2ccc(F)cc2)nc1S(=O)(=O)c1ccc(F)cc1,-12,-1,2,-1.2,3,0,-5,5,2
COc1ccc(-n2c(SCC(=O)Nc3ccc4c(c3)OCO4)nnc2C(C)N2CCCCC2)cc1 (configuration not stated),2,-12,12,4.2,-4,-12,-12,4,14
O=C(CN(Cc1cccs1)C(=O)CN1C(=O)COc2ccccc21)NCc1ccco1,1,-5,4,-1.5,-3,-8,-96,-15,10

# Overlap with the part before: 4 compounds, followed by the next part.
Compound,FXIIa inh mix,Cathepsin G inh,DUSP1 inh,HTR1A agonist,Hsp90 inh,Cdc25B block,C1s inh,FXIa mix inh,CatL inh
Cc1ccc(NS(=O)(=O)c2cccc(C(=O)OCC(=O)NCc3ccco3)c2)cc1,0,16,20,1.2,-5,-6,22,6,11
CSc1oc(-c2ccc(F)cc2)nc1S(=O)(=O)c1ccc(F)cc1,-12,-1,2,-1.2,3,0,-5,5,2
COc1ccc(-n2c(SCC(=O)Nc3ccc4c(c3)OCO4)nnc2C(C)N2CCCCC2)cc1 (configuration not stated),2,-12,12,4.2,-4,-12,-12,4,14
O=C(CN(Cc1cccs1)C(=O)CN1C(=O)COc2ccccc21)NCc1ccco1,1,-5,4,-1.5,-3,-8,-96,-15,10
COC(=O)c1ccc(CN2C(=O)NC3(CCCCC3C)C2=O)o1 (configuration not stated),4,-1,12,-1.8,.,-11,-8,0,.
Cc1cc(C)n(-c2nc(Nc3ccccc3)nc(-n3nc(C)cc3C)n2)n1,8,7,-5,-3.4,-3,2,13,-2,-1
CNC(=O)c1cc2ccccc2o1,10,-3,-13,-3.0,-6,-6,-28,7,-1
Cn1c(SCC(=O)c2ccccc2)nc2cccnc21,2,10,14,-3.2,0,-7,13,5,4
Cc1cc(C)c(NC(=O)CSc2nnc(Cc3cccn3C)n2-c2ccc(F)cc2)c(C)c1,-2,9,8,-1.1,-3,-18,0,7,3
CCC(=O)N(Cc1cccs1)C1CCOC(C)(C)C1 (configuration not stated),.,.,-26,1.5,-2,-4,.,.,14
CCOc1ccc(C(C)(N)C(=O)O)cc1 (configuration not stated),2,4,13,-1.5,-2,-18,-31,2,-5
CCCCNC(=O)Cn1c(-c2ccc(OC)cc2)noc1=O,4,4,0,1.9,2,-5,-37,-10,18
c1ccc(OCc2nn3c(-c4ccco4)nnc3s2)cc1,.,.,-11,-3.8,-3,8,.,.,28
O=C(Nc1cc(C(F)(F)F)ccc1N1CCOCC1)c1n[nH]c(=O)c2ccccc12,1,-8,7,1.3,-1,1,0,3,2
O=C(NCCC1=CCCCC1)c1cc2c(s1)CS(=O)(=O)C2,3,-3,-2,-1.7,-5,4,-44,2,-2
Cc1ccc(-n2c(SCC(=O)N3CCOCC3)nnc2-c2cccnc2)cc1C,2,1,-4,2.8,-2,-1,2,7,-5
CCCCn1c(SCC(=O)c2ccc3c(c2)OCCO3)nnc1-c1ccoc1C,-1,0,-17,-0.4,-4,-19,-1,1,13
Cc1nc(Nc2ccc(F)cc2)[nH]c(=O)c1CCC(C)C,1,-2,0,1.4,1,-1,-5,3,15
O=S(=O)(NCC1CCCO1)c1cc(Br)c(Br)s1 (configuration not stated),.,.,-7,-3.2,-4,8,.,.,.
COCCCNc1oc(COc2ccc(Cl)cc2Cl)nc1C#N,-13,11,-10,-1.7,-3,0,11,7,-9
CCCCN(Cc1ccccc1)C(=O)C1CCCN(S(=O)(=O)c2cnc[nH]2)C1 (configuration not stated),4,6,-5,-2.3,-2,2,14,4,.
CC1CCN(C(=O)c2cc3ccccc3o2)CC1,2,14,20,7.9,-2,-8,21,3,-10
Cn1c(=O)[nH]c(=O)c2c1nc(N1CCOCC1)n2CC(O)COc1ccccc1 (configuration not stated),14,-1,24,-0.2,-5,-1,-10,1,-3
CCn1c(C)nc2cc(S(=O)(=O)C(F)(F)C(F)C(F)(F)F)ccc21 (configuration not stated),-19,7,4,-1.4,0,-1,-29,0,14
N#CC1=C(N)OC2=C(C(=O)CCC2)[C@]12C(=O)N(CC(N)=O)c1ccccc12,.,.,-15,0.2,-6,3,.,.,5
NC(=O)C1CCCN(C(=O)Nc2cccc3ccccc23)C1 (configuration not stated),0,-10,6,-1.9,-2,-13,-33,-10,15
O=C(CCSc1nc2cc(Cl)ccc2o1)N1CCOCC1,11,-3,-3,-1.7,0,-7,6,3,10
Cc1nc2nc(-c3ccccc3)cn2nc1C,2,-18,5,-2.2,.,-6,-76,-14,-161
O=C(CSc1ncn(-c2ccccc2)n1)Nc1ccc2c(c1)OCO2,5,8,-3,-0.5,1,-10,14,6,2
Cn1c(=O)c(=O)n(C)c2cc(S(=O)(=O)CCC(=O)N3CCOCC3)ccc21,6,4,-11,0.4,1,-11,-3,7,-16
N#CCCN(Cc1cccnc1)S(=O)(=O)c1ccc(S(=O)(=O)N2CCCCCC2)cc1,12,7,-5,1.4,1,-11,11,2,11
O=C(CC(NCCN1CCOCC1)C(=O)O)Nc1cccc(Cl)c1 (configuration not stated),-19,4,21,-1.6,1,11,2,2,8
O=C(Nc1ccc2c(c1)OCO2)C1CCCN1C(=O)NCc1ccccc1 (configuration not stated),1,8,-17,1.1,4,-10,16,4,30
O=C1CC(NCc2ccccc2F)C(=O)N1c1ccccc1 (configuration not stated),11,0,-17,-1.5,0,-11,-4,8,16
COc1ccccc1NS(=O)(=O)c1ccc(NC(=O)c2nc3ncccn3n2)cc1,9,7,13,0.3,1,2,-11,-2,8
Cc1ccc(NCc2nnc(SCC(=O)Nc3ncc(C)s3)n2CC2CCCO2)c(C)c1 (configuration not stated),-13,5,25,-2.5,0,-10,-9,5,-1
Nc1cccc(C(=O)O)c1,-3,3,-7,-2.0,-1,-19,-18,-6,8
CC1CCN(c2oc(-c3cccc4ccccc34)nc2C#N)CC1,6,3,-17,-1.7,-1,0,-39,8,-57
CN(C)c1ccc(-c2nnn(Cc3ccccc3Br)n2)cc1,6,-4,-6,0.5,0,-8,2,1,3
Cc1nc2c([nH]c3ccc(Br)cc32)s1,8,12,2,-4.8,-6,1,15,8,.
O=C(O)C1C2C=CC(C2)C1C(=O)N1CCN(CCO)CC1 (configuration not stated),8,-2,-9,-3.2,-3,-12,-79,5,13
